Pf gamet viab – late stage P. falciparum gametocyte viability inhibitors, primary screen, ATP luminescence, HTS; P. falciparum stage V gametocytes, 24 h; inhibition, % at 10.9 µM; hit rate 0.065% among 150,000;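 active = inhibition above the mean plus 3 SD of compounds within the control limits, set per campaign, cut at about 38% in these data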;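 note: 0% = DMSO wells and 100% = medium only without gametocytes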
Avidin fluor – green autofluorescence of compounds with avidin beads – biophysical, 488/530 nm, flow cytometry, artefact control, profiling panel. compound fluorescence 488/530 nm; hits give high values. fluorescence (KMESF) at 10 µM. hit rate 0.38% among 220,000; in the data active = fluorescence above about 47; note: inactives centre near 10
Cdc42 wt GTP – modulators of GTP binding to wildtype Cdc42, primary screen, biochemical, multiplex bead flow cytometry, Bodipy-GTP | percent activity (GTP binding), % at 10 µM | hit rate 0.2% among 190,000 | GST-Cdc42 beads; actives lie on both sides | AID 761, 2007;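 active = percent activity GTP binding at least 20 points away from the 100% baseline, either down as inhibitor or up as activator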;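 note: median bead fluorescence of bound Bodipy-FL-GTP at 100 nM; 0% = excess unlabeled GTP control and 100% = no compound control; below 100% means less GTP binding so inhibitor and above means activator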
Target sequence (P60953 whole entry, looked up): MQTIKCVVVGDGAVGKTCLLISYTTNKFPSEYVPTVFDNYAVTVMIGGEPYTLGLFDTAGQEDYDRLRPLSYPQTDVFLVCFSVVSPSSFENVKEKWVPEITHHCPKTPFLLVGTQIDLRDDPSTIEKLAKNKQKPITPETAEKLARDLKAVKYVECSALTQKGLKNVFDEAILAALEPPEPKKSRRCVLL
Rab7 wt GTP bind – modulators of GTP binding to Rab7, primary screen, biochemical, wildtype, multiplex bead flow cytometry; GTP binding activity (percent of control), % at 10 µM; GST-Rab7 beads, fluorescent GTP binding; actives lie on both sides; untreated = 100%, excess cold GTP = 0%; hit rate 0.055% among 190,000; AID 758, 2007; Rab7 GTPase wild type (dog), Bodipy-FL-GTP binding;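 active = fluorescent GTP binding to Rab7 beads changed by at least 20 points from the 100% baseline, either direction, mostly lower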;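 note: median green fluorescence of bound Bodipy-FL-GTP per Rab7 bead population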
Rab2A wt mod – modulators of GTP binding to Rab2A wildtype, primary screen, biochemical, dog, bead-based flow cytometry, multiplex. GST-Rab2 wt beads, Bodipy-GTP binding. GTP binding activity, % at 10 µM. Ras-related protein Rab-2A (Canis lupus familiaris), P61105. hit rate 0.19% among 190,000;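 active = GTP binding activity at least 20 points away from 100%, either lowered or raised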;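 note: 0% = beads with excess unlabeled GTP and 100% = no-compound control corrected for plate trend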
Bim-Mcl-1 – inhibitors of Bim peptide binding to Mcl-1, primary screen, biochemical, bead-based flow cytometry, multiplex; Induced myeloid leukemia cell differentiation protein Mcl-1 (Homo sapiens), Q07820; Bim peptide-Mcl-1 binding; inhibition, % at 10 µM; hit rate 0.1% among 190,000; AID 1009, 2008; in the data active = inhibition above about 40%;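 note: 0% = no compound tracer wells and 100% = peptide blocker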
Target sequence (Q07820 whole entry, looked up): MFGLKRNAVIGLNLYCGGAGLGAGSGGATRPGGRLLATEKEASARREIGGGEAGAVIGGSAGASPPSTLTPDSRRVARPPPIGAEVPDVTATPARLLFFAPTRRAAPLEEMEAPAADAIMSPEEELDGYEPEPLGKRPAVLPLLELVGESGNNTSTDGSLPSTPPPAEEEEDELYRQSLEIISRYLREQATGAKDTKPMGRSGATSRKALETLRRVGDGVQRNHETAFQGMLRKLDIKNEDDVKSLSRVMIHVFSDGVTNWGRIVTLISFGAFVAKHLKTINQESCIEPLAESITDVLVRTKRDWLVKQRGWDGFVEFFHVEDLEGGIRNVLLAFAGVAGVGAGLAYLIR
Mcl1 Noxa PPI – Mcl-1/Noxa binding inhibitors, primary screen, biochemical, TR-FRET, 1536-well | TR-FRET Mcl-1/Noxa peptide binding, 2 h | AID 1022, 2008 | hit rate 1.5% among 220,000 | Induced myeloid leukemia cell differentiation protein Mcl-1 (Homo sapiens), Q07820 | inhibition, % at 21.7 µM;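 active = compounds that cut the protein-peptide binding signal by more than 50% relative to plate controls in a single-dose test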;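 note: His-tagged Mcl-1 with rhodamine Noxa BH3 peptide and terbium anti-His antibody; 0% = Mcl-1 plus Noxa peptide wells and 100% = peptide-only wells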
Rac1 wt modul – wildtype Rac1 GTP binding modulators, primary screen, biochemical, GST-Rac1 beads, flow cytometry, multiplex. GTP binding activity (% of control), % at 10 µM. fluorescent GTP binding; actives lie on both sides; 0 = cold GTP competed, 100 = untreated. hit rate 0.27% among 190,000;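 active = GTP binding activity at least 20 points away from the 100% control level, either lower or higher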
HRas wt GTP – modulators of GTP binding to HRas wildtype, primary screen, biochemical, bead-based flow cytometry, multiplex; GTP binding activity, % at 10 µM; GTPase HRas (Homo sapiens), P01112; hit rate 0.14% among 190,000; GST-Ras wt beads, Bodipy-FL-GTP binding; actives lie on both sides;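 active = GTP binding activity at least 20% away from the 100% baseline, either lowered as inhibitor or raised as activator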;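 note: 0% = unlabeled GTP competition control and 100% = no-compound control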
Target sequence (P01112 whole entry, looked up): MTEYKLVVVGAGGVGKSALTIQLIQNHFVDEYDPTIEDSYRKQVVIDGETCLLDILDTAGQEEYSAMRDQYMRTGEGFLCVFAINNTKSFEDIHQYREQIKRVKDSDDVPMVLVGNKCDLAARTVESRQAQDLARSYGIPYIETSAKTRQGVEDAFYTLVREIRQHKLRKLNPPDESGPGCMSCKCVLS
Mcl1-Bid inh – Mcl-1/Bid binding inhibitors, primary screen, biochemical, TR-FRET, 1536-well. TR-FRET Mcl-1/Bid-Dy647 peptide binding. inhibition, % at 21.7 µM. hit rate 0.97% among 220,000. AID 1021, 2008;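 active = compounds that cut the binding signal by more than half at the single screening dose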;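 note: His-tagged Mcl-1 with europium anti-His antibody binding Bid BH3 peptide; 0% = Mcl-1 plus peptide wells and 100% = peptide-only wells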
Rac1 act GTP bind – GTP binding modulators of activated mutant Rac1, primary screen, biochemical, bead-based flow cytometry, multiplex, fluorescent GTP | percent activity (GTP binding), % at 10 µM | hit rate 0.11% among 190,000 | GST-Rac1 activated beads; actives lie on both sides; 100% means binding = to untreated wells | AID 764, 2007;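 active = GTP binding at least 20 percentage points away from the 100% baseline, in either direction, so actives lie on both sides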
The depositor's hits bear a star; . = no result given.

Under each structure: Pf gamet viab, Avidin fluor, Cdc42 wt GTP, Rab7 wt GTP bind, Rab2A wt mod, Bim-Mcl-1, Mcl1 Noxa PPI, Rac1 wt modul, HRas wt GTP, Mcl1-Bid inh, Rac1 act GTP bind
O=C1NC(=O)C(CC(=O)N(Cc2cccs2)C2(C(=O)NC3CCCCC3)CCCCC2)N1 (centres undefined)
→ ., 11, 101, 101, 101, -10, -15, 106, 101, 1, 98
CCOC(=O)C1=C(C)Nc2nc3ccccc3n2C1c1ccncc1 (centres undefined)
→ 6, 8, 98, 95, 95, 0, 4, 100, 98, -2, 97
COCc1nnc(NC(=O)c2ccc(S(=O)(=O)N3CCCCCC3)cc2)o1
→ ., 14, 97, 98, 96, -4, -38, 94, 96, -72, 97
Cn1cc(S(=O)(=O)Oc2ccccc2)c(=O)n(C)c1=O
→ -6, 3, 100, 97, 96, -2, 6, 100, 96, -9, 93
O=C(/C=C/c1ccc(Cl)cc1)NC(=S)Nc1ccc(NC(=O)c2ccco2)cc1
→ 3, 12, 98, 96, 98, -5, 46, 98, 96, 56*, 96
Cc1ccc(Cl)cc1N1CCN(C(c2cccnc2)c2nnnn2C2CCCCC2)CC1 (centres undefined)
→ ., 12, 98, 98, 100, -3, -3, 105, 103, 14, 101
O=C(/C=C/c1ccccc1)N1CCC[C@H]1CO
→ 3, 10, 102, 100, 101, 0, -5, 102, 101, -1, 98
O=C(NCc1ccc2c(c1)OCO2)c1cccc(N2CCCC2=O)c1
→ ., 6, 106, 103, 103, -1, 3, 104, 102, -22, 101
COc1ccc(-c2noc(C3CCCN(C(=O)c4ccccc4OC)C3)n2)cc1OC (centres undefined)
→ ., 27, 105, 98, 100, -3, 8, 105, 101, -8, 101
C=CCn1c(SCc2ccc(C(=O)NCCO)cc2)nc2sc(C)c(C)c2c1=O
→ -45, 6, 97, 95, 97, -3, 8, 100, 98, -2, 98
CCN(CCNC(=O)Cn1cc2c(n1)CCCC2)c1ccccc1
→ ., 6, 97, 98, 96, -1, 15, 95, 96, -27, 97
COc1ccc(C2CC3(CC(C)(C)NC(SC)=N3)Oc3cc(O)cc(C)c32)cc1 (centres undefined)
→ -34, 6, 101, 100, 98, -1, 11, 102, 100, -70, 97
COc1cccc(CC(=O)NCC2(N3CCCCC3)CCCCC2)c1
→ 1, 14, 102, 95, 97, -2, 4, 102, 98, -6, 96
CCN1C(=O)CC(N2CCC(Cc3ccccc3)CC2)C1=O (centres undefined)
→ -32, 22, 104, 92, 97, -1, 11, 107, 104, -24, 104
CCOC(=O)C1=NNC(C(=O)c2ccc(C)cc2)C1c1ccc(OC)cc1 (centres undefined)
→ ., 20, 99, 100, 100, -2, -2, 102, 98, -19, 97
O=C(Nc1ccc(Cl)cc1)N(Cc1nnc2n1CCCCC2)c1ccccc1
→ 6, 8, 103, 102, 100, 3, -8, 102, 105, -9, 97
CC(C)Oc1ccc(C(=O)Nc2ccc(C(F)(F)F)n(C)c2=O)cc1
→ ., 6, 101, 100, 99, 26, 16, 104, 99, -9, 98
Cc1ccc2cc(C(c3nnnn3CC3CCCO3)N3CCc4ccccc4C3)c(=O)[nH]c2c1 (centres undefined)
→ -9, 16, 102, 101, 103, 3, 8, 106, 102, -39, 99
Cn1ccc(O)c(C#N)c1=O
→ ., 5, 100, 99, 100, -2, -3, 102, 99, -4, 96
CN(C)c1nc2c(c(=O)[nH]c(=O)n2C)n1Cc1ccc(F)cc1
→ ., 6, 99, 98, 99, -1, 14, 101, 98, -32, 98
NC(=O)C1CC(=O)N(c2ccc(OCc3c(F)cccc3Cl)cc2)C1 (centres undefined)
→ ., 14, 94, 94, 95, 1, -2, 101, 95, -17, 95
CC(C)C(C(=O)Nc1ccc(N2CCOCC2)cc1)N1C(=O)c2ccccc2C1=O (centres undefined)
→ ., 14, 102, 99, 101, -5, -8, 102, 102, -20, 99
COc1ccc(OC)c(NC(=O)CSc2nnnn2-c2ccc3c(c2)OCO3)c1
→ 6, 13, 106, 97, 102, 2, 16, 103, 105, 10, 100
CN(CCC1CCOCC1)Cc1nc(Cc2ccccc2F)no1
→ 15, 12, 96, 104, 98, 0, -8, 102, 102, -11, 99
CC(C)(C)n1nnnc1C(c1ccncc1)N1CCN(c2ccc(O)cc2)CC1 (centres undefined)
→ ., 13, 108, 100, 106, -3, 30, 105, 105, -41, 101
Cc1ccccc1OCC(=O)Nc1ccccc1N1CCOCC1
→ ., 35, 102, 101, 100, -5, -1, 106, 101, -7, 100
COc1cc(OC)cc(C(=O)N[C@H](C(=O)NCCc2c[nH]c3ccccc23)C(C)C)c1
→ 2, 5, 96, 100, 95, 2, 10, 98, 97, -29, 92
Cc1ccccc1OCC(=O)N/N=C/C=C/c1ccccc1
→ -11, 11, 96, 100, 95, -1, 0, 99, 94, 3, 93
Cc1cc(C)nc(SCc2cc(=O)c(OC(=O)c3cc([N+](=O)[O-])ccc3Cl)co2)n1
→ -20, 22, 98, 96, 97, -2, 7, 101, 97, -50, 98
COc1ccc(/C=C/C(=O)c2ccc(NS(=O)(=O)c3ccc(C)cc3)cc2)cc1O
→ ., 13, 96, 99, 98, 0, 32, 99, 99, -7, 98
CN(C)/C=N/c1sc2c(c1C#N)CC(C)(C)NC2(C)C
→ ., ., 99, 95, 98, 1, -8, 104, 104, 2, 98
COc1cccc(NC(=O)c2ccc(C(=O)c3ccccc3)o2)c1
→ -16, 8, 93, 95, 94, 0, 2, 97, 96, -12, 94
CCN(CC)c1ccc(N2C(=O)CSC2=S)cc1
→ 2, 10, 96, 98, 97, -3, 14, 97, 94, -20, 94
CCOC(=O)c1c(C)[nH]c(C)c1C(=O)CSc1nnc(-c2cc(OC)c(OC)c(OC)c2)o1
→ -12, 8, 104, 98, 98, 0, -76, 101, 100, -138, 99
O=C(CN1C(=O)/C(=C/c2ccccc2)SC1=S)NNC(=O)c1ccccc1O
→ 22, 10, 94, 99, 94, 4, 44, 95, 97, -12, 91
COc1ccc(Nc2ncnc3sc(-c4ccccc4)cc23)cc1
→ 13, 9, 100, 100, 95, 0, 34, 101, 100, -35, 95
Cc1cc(C)n(C(=O)Cn2nc([N+](=O)[O-])c(Br)c2C)n1
→ -4, 24, 93, 105, 97, -1, 0, 96, 98, -5, 94
CN1CCN(NC(=O)C2CC2)CC1
→ ., 17, 101, 100, 104, 3, 2, 105, 101, -9, 100
O=C1CCCN1CCC1CCN(C2CC(=O)N(c3ccc(Cl)cc3)C2=O)CC1 (centres undefined)
→ ., 16, 97, 92, 93, -2, 17, 91, 94, 13, 93
CCC(C)NC(=O)/C(=C/c1ccco1)c1ccccc1 (centres undefined)
→ ., 38, 102, 97, 98, -1, -10, 101, 101, -11, 98
Cc1c(C=O)c(Cl)n(C)c(=O)c1C#N
→ 0, 13, 93, 93, 91, 0, 55*, 92, 93, -6, 92
O=C(NCc1ccncc1)c1cc(F)c(F)cc1Cl
→ 7, 20, 97, 97, 97, -1, 10, 99, 98, -17, 96
CC(C)(C)C(=O)N1CCC(O)(CS(=O)(=O)Cc2ccccc2Cl)CC1
→ 18, 14, 93, 95, 93, -1, 8, 95, 94, -18, 93
NC(=O)CSc1cn(Cc2cccc(F)c2)c2ccccc12
→ -17, 19, 97, 101, 100, 0, 18, 95, 99, -17, 96
CN1C=CC=C/C1=C1\SC(=S)N(CC(=O)O)C1=O
→ 2, 12, 94, 100, 95, 0, 1, 96, 96, -42, 94
CC(C)(CCl)C(=O)Nc1ccnc(-c2ccncc2)n1
→ ., 11, 100, 94, 94, -2, 10, 100, 96, -4, 95
CCOC(=O)c1c(OCCO)nn(-c2ccccc2)c1N
→ 4, 12, 96, 95, 93, 0, 4, 98, 95, -11, 95
Cc1ccc(C(=O)n2ncn(C)c2=S)cc1
→ -21, 11, 94, 104, 95, 0, 16, 100, 96, -26, 95
CCN(CC)CCNCc1ccc(OCc2ccc(Cl)nc2)c(OC)c1
→ ., 4, 99, 100, 98, 0, 23, 99, 100, -34, 101
COP(=O)(OC)C(Nc1ccc(C)cc1)c1ccc([N+](=O)[O-])cc1 (centres undefined)
→ 5, 13, 103, 93, 98, -2, 2, 105, 97, -57, 98
CC(C)(C)c1ccc(O)c(N)c1
→ ., 34, 89, 90, 91, -1, -12, 91, 92, -57, 92
O=C(NC1CCSC1=O)c1cccc(C(=O)NC2CCSC2=O)c1 (centres undefined)
→ 11, 13, 96, 97, 96, -1, -4, 96, 99, -35, 93
Cc1ccccc1N(CC(=O)Nc1ccccc1C(=O)NCc1ccco1)S(=O)(=O)c1ccccc1
→ 14, 4, 100, 101, 99, -8, -14, 104, 101, -19, 100
O=C(OCc1nnc(-c2ccccc2)o1)c1cc(Cl)ccc1[N+](=O)[O-]
→ -18, 13, 95, 93, 93, -2, -6, 97, 94, -24, 94
Cc1occc1C(=O)Nc1ccc(S(N)(=O)=O)cc1
→ ., 10, 100, 106, 102, 2, 13, 102, 101, -34, 101
COc1ccc(-c2csc(NC(=O)c3ccc(S(=O)(=O)N4CCc5ccccc5C4)cc3)n2)c(OC)c1
→ ., 4, 100, 102, 100, -4, -33, 105, 100, -25, 98
